WT yeast gro inh: growth inhibition of WT strain, primary screen, mitochondrial fusion inhibitor project, WT and mutant strains, chemical genetic | inhibition, % at 10 µM | hit rate 2.1% among 190,000 | mitochondrial fusion phenotypic screen; in the data active means inhibition above about 58%; tested in S. cerevisiae
West Nile virus CPE: West Nile virus antiviral activity, cell-based, CPE readout (AID 1621); West Nile virus-infected cells, CPE inhibition; higher % means a stronger effect; CPE inhibition, % at 10 µM; hits with a dose series show IC50 in µM; hit rate 0.02% among 290,000; in the data active means a potency from the dose series; inconclusive means CPE inhibition mostly from about 3.7% at the one dose, without a potency; inactive means the rest, 99 in 100 with CPE inhibition below about 2.2%; further: strong numbers were not always called active
RSV antiviral HEp-2: RSV antiviral activity via CPE protection, HEp-2 cells, primary 10 µM value included (AID 2391); HEp-2 cells, RSV-induced CPE inhibition; higher % means a stronger effect; one-dose CPE inhibition, % at 10 µM; IC50 in µM for titrated hits; hit rate 0.13% among 310,000; in the data active means a potency from the dose series; inconclusive means CPE inhibition mostly from about 23% at the one dose, without a potency; inactive means the rest, 99 in 100 with CPE inhibition below about 21%; further: strong numbers were not always called active
Rac1 GTP hydrolysis: MgcRacGAP GTPase-activating activity inhibitors, confirmation, biochemical, ADP Hunter fluorescence. Rac GTPase-activating protein 1 (Homo sapiens). MgcRacGAP-stimulated Rac1 GTP hydrolysis, ADP Hunter fluorescence; higher % means a stronger effect; GST-tagged Rac1 F28L mutant substrate. one-dose inhibition, % at 30 µM; IC50 in µM for titrated hits. hit rate 0.6% among 340,000;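 active means first-screen hits whose inhibition reached a set limit at any dose in the follow-up dose series; inconclusive means inhibition above the set first-screen limit but never retested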;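 further: fluorescence reports GDP produced by GAP-driven GTP hydrolysis; strong numbers were not always called active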
Salmonella PhoP GFP: inhibitors of PhoP regulon expression, primary screen, Salmonella Typhimurium, GFP reporter (AID 1863) | S. Typhimurium PhoP-regulated promoter GFP reporter, 4 h; higher % means a stronger effect | inhibition, % at 50 µM; hits with a dose series show IC50 in µM | hit rate 0.16% among 300,000;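 active means inhibition over 29.93%, a cutoff 3 SD above the screen mean, later confirmed by dose response; inconclusive means inhibition over 29.93% but no dose response follow-up; inactive means inhibition at most 29.93% or unconfirmed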;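 further: 0% = low Mg2+ inducing control and 100% = high Mg2+ repressing control; strong numbers were not always called active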
T cell modulator: modulators of CD8 T cell-vesicle binding, primary screen, mouse 2C CD8+ T cells, flow cytometry | 2C CD8+ T cell-vesicle binding; stronger effect = lower value | calls only at 7 µM | hit rate 0.068% among 330,000;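 active means response, share of CD8 T cells binding vesicles, and their 90th percentile fluorescence all below set limits, cut at about 80% in these data, passing the limit was not always enough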
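Material: murine 2C transgenic CD8+ T lymphocytes / Also added: QL9-peptide-loaded Drosophila micro-vesicles bearing Ld, ICAM-1 and B7-1 / Schedule: binding step 1.5 h, 37 °C, antibody labelling 20 min, ice / Signal: flow cytometry, PE anti-B7-1 (FL2) versus Alexa647 anti-CD8 (FL8), PFA-fixed / Evaluation: percent CD8+ FL2 mean versus row control / Benchmarks: naked versus QL9-loaded vesicles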
Myeloid diff 2: induction of myeloid progenitor differentiation, primary screen, cell-based, flow cytometry, MLPCN library | hit rate 1% among 360,000 | ER-HoxA9 myeloid progenitors, lysozyme-GFP differentiation | calls only at 10 µM;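 active means normalized GFP-positive differentiation at or above the plate's own cutoff, the solvent-only control mean plus 3 SD; inconclusive means no clear call, values can overlap the other calls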;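 further: cells exposed to compound for four days before flow analysis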
Large T inhibition: SV40 large T antigen inhibitors, biochemical (AID 1903) | SV40 large T antigen ATPase/helicase inhibition assay; higher % means a stronger effect | inhibition, % at 20 µM, or IC50 in µM where a hit was titrated | hit rate 0.39% among 310,000; in the data active means a potency from the dose series; inconclusive means inhibition mostly from about 32% at the one dose, without a potency; inactive means the rest, 99 in 100 with inhibition below about 32%; further: strong numbers were not always called active
b-catenin transl: modulators of beta-catenin nuclear translocation, primary screen, imaging, HeLa cells, immunofluorescence, high-content | nuclear translocation activity, % at 5 µM | hit rate 0.3% among 190,000;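 active means nuclear translocation activity above 50% at 5 µM, with a well cell count of 50 or more; inconclusive means wells under 50 cells across six images, flagged as toxic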;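 further: per-cell ratio of nuclear to cytoplasmic median beta-catenin stain intensity; plate controls were DMSO negative control for no effect and GSK-3 inhibitor IX positive control for full effect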
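Test system: human HeLa cells, endogenous beta-catenin. Times: 24 h compound exposure, 37°C. Measured by: beta-catenin immunofluorescence imaging with DAPI.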
WT yeast gro inh mutant strain: further read-out of WT yeast gro inh, marked with its call; inhibition, %; mitochondrial fusion phenotypic screen, mutant strain inhibition
b-catenin transl cell count 5 µM: also measured in b-catenin transl; calls as there; cell count; measured here: cell count, cytotoxicity flag
T cell modulator vesicle-bound %: second read-out of T cell modulator, no call of its own (marks repeat the call); double positive events, %; measured here: CD8+ vesicle-bound cell fraction;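 binding gate set so that unloaded-vesicle control wells show 10% double positive cells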
Myeloid diff 2 GFP+ MAC1+ %: further read-out of Myeloid diff 2, marked with its call; GFP+ MAC1+ double positive, %; measured here: differentiation confirmed by MAC1 staining
An asterisk follows results filed as active; i = inactive; u = inconclusive; x = no result given; + = active, no number. Rows were taken by chance; overall some 3.6% were active at least once.

SMILES	WT yeast gro inh	WT yeast gro inh mutant strain	West Nile virus CPE	RSV antiviral HEp-2	Rac1 GTP hydrolysis	Salmonella PhoP GFP	T cell modulator	T cell modulator vesicle-bound %	Myeloid diff 2	Myeloid diff 2 GFP+ MAC1+ %	Large T inhibition	b-catenin transl	b-catenin transl cell count 5 µM
CC(c1ccccc1)n1c(N2CCNCC2)nc2c1c(=O)[nH]c(=O)n2C (centres undefined)	x	x	0.0%	-0.1%	8%	10%	i	56	i	0.4	10%	x	x
CCn1c2ccccc2c2nnc(SCC(=O)c3c(N)n(C)c(=O)n(C)c3=O)nc21	-10	5	-0.2%	1.7%	0%	5%	i	23	i	0.6	10%	0.9	1048
O=c1cnnc(N/N=C/c2ccccn2)[nH]1	x	x	u	3.6%	-8%	u	i	16	i	2.4	5%	2.7	926
Cc1cc(C)cc(CC2CC(=O)N(c3ccc(Cl)cn3)C2=O)c1 (centres undefined)	6	22	0.1%	1.9%	6%	1%	i	49	i	1.1	13%	-1.3	1091
CCCNc1nc(Cl)nc(NCc2cccnc2)n1	x	x	-0.1%	11%	u	-3%	i	31	i	1.0	u	1.1	1235
Cc1ccccc1NC(=O)COC(=O)C1C2CC3OC(=O)C1C3C2 (centres undefined)	x	x	-0.2%	1.1%	-7%	11%	i	16	i	5.6	-2%	x	x
CCOC(=O)C1=C(COC(=O)/C=C/c2ccco2)NC(=O)NC1C (centres undefined)	x	x	x	-2.2%	2%	1%	i	20	i	0.7	31%	x	x
Cc1ccc(/C=N/NC(=O)C(O)c2ccccc2)o1 (centres undefined)	x	x	0.4%	1.5%	3%	-3%	i	68	i	0.6	6%	-0.2	1287
CCCOc1ccc(CC(=O)N/N=C\c2ccc(F)cc2)cc1	x	x	-0.6%	-0.1%	1%	8%	i	50	i	0.7	2%	x	x
Cc1cc(C)c2cc(CN(Cc3ccco3)C(=S)NCC3CCCO3)c(=O)[nH]c2c1 (centres undefined)	7	-16	0.5%	0.4%	7%	-3%	i	29	i	0.4	19%	-0.6	1079
Cc1ccc(OCCn2cc(/C=C(\C#N)C(=O)NCC3CCCO3)c3ccccc32)cc1 (centres undefined)	9	-7	-1.6%	45%	7%	-3%	i	19	i	0.3	9%	-0.8	965
CCc1ccc(NC(=O)CSc2nc3c(c(=O)n(C)c(=O)n3C)n2C)cc1	4	-6	x	1.3%	12%	8%	x	x	i	4.9	-13%	0.9	523
CC(C)CNC(=O)COC(=O)c1ccc(Cl)c(S(=O)(=O)N2CCc3ccccc32)c1	4	-16	0.0%	-0.5%	1%	9%	i	41	i	0.9	3%	-5.5	1108
CN(C)CCNc1nc(-c2ccco2)c2c(c1C#N)CC(C)(C)OC2	11	11	0.8%	-1.7%	6%	-2%	i	28	i	0.4	8%	-1.2	1073
COc1ccc([C@H]2CC(=O)C=C(c3ccc4[nH]ccc4c3)C2)cc1OC	x	x	x	16%	4%	x	i	17	i	0.6	x	x	x
O=C(CCC1CCCC1)N1CCN(S(=O)(=O)Cc2ccccc2)CC1	21	19	-0.7%	3.6%	10%	5%	i	21	i	1.6	2%	-3.7	1029
CC(=O)Nc1ccc(NC(=O)CSc2nc3c([nH]c4ccccc43)c(=O)n2-c2ccccc2F)cc1	x	x	1.5%	10%	12%	5%	i	25	i	1.1	28%	x	x
O=C(NN1C(=O)/C(=C/c2cccnc2)SC1=S)C(c1ccccc1)c1ccccc1	10	-7	0.4%	4.1%	2%	-5%	i	6	i	0.7	25%	-0.2	1353
CC1(c2ccc(OC(F)F)cc2)NC(=O)N(CC(=O)Nc2ccc(OC(F)F)cc2)C1=O (centres undefined)	x	x	-0.8%	u	4%	5%	i	28	i	0.3	10%	x	x
CC(=O)N/N=C(\C)CC(=O)Nc1cccc2c1CCCC2	13	8	0.0%	-0.1%	9%	2%	i	33	i	0.3	12%	0.3	1559
O=C(NC1CC1)C1CC(=O)N(c2ccc(F)cc2)C1 (centres undefined)	x	x	0.3%	1.9%	5%	8%	i	25	i	0.2	-2%	x	x
Cc1cc(C)c2cc(C(O)c3nnnn3Cc3ccccc3)c(=O)[nH]c2c1 (centres undefined)	20	3	-0.3%	1.1%	4%	25%	i	6	i	6.3	6%	-9.9	965
CCOc1cc(NC(=O)c2ccccn2)c(OCC)cc1NC(=O)c1ccc(Cl)cc1	x	x	-0.7%	0.1%	7%	-4%	i	59	i	0.5	3%	x	x
O=C(Cc1ccccc1)N/N=C/c1ccc(S(=O)(=O)O)o1	x	x	0.1%	0.5%	12%	-9%	i	47	i	0.7	10%	-0.7	1387
COCCCNC(=O)C1CCN(c2nc(C)cc(C)n2)CC1	-15	6	-0.2%	1.6%	5%	4%	i	31	i	7.6	13%	-0.2	1091
COc1ccc(Br)c(C(=O)NCC2CCCCC2)c1	x	x	-0.2%	1.6%	5%	0%	i	24	i	0.4	9%	x	x
CCN(CC(=O)Nc1ccccc1OC)C(=O)C1CC2C=CC1C2 (centres undefined)	-18	0	0.3%	1.3%	7%	-9%	i	58	i	0.9	15%	0.0	1210
O=C(c1cccc(S(=O)(=O)N2CCOCC2)c1)N(CCO)Cc1ccccc1	-12	-9	-1.0%	0.2%	5%	11%	i	28	i	1.0	-7%	-1.5	1292
COC(=O)[C@@H]1CCCN1Cc1nc(Cc2ccc(OC)c(OC)c2)no1	-16	-14	0.0%	-1.0%	7%	x	i	51	i	0.5	x	3.7	996
O=C(CCc1ccc(S(=O)(=O)N2CCOCC2)cc1)N/N=C/c1cccc(O)c1	-12	0	-0.2%	0.8%	9%	-14%	i	49	i	0.3	11%	0.2	964
Cc1ccc(NC(=O)c2cc(=O)n(Cc3ccccc3)c(=O)[nH]2)cc1C	5	6	0.4%	0.3%	1%	8%	i	21	i	0.3	-5%	-0.9	1142
CCOC(=O)c1cc(NC(=O)c2cnccn2)cc(C(=O)OCC)c1	-21	-25	0.5%	0.7%	-3%	-2%	i	31	i	7.1	-2%	1.0	1032
Cn1c(=O)n(CC(=O)Nc2ccccc2)c2ccccc21	8	-2	0.0%	-0.5%	10%	39%	i	12	i	0.8	-12%	-0.1	1136
Cc1cccc(N2CCN(C(=O)c3ccc4nc(-c5ccco5)c(-c5ccco5)nc4c3)CC2C)c1 (centres undefined)	50	-23	0.3%	11%	9%	6%	i	17	i	1.4	15%	x	x
Cc1cc(Nc2cccc(Cl)c2)n2ncnc2n1	8	-4	x	2.6%	-2%	7%	i	73	i	2.8	23%	-1.3	530
Cc1ccc(S(=O)(=O)Nc2ccc(N3CCN(C)CC3)nc2)cc1	-6	7	-0.2%	-0.3%	2%	1%	i	23	+	8.5*	16%	-3.8	1125
Cc1ccc(Nc2ncnc3sccc23)c(C)c1	x	x	-0.9%	0.7%	5%	-5%	i	26	i	0.3	10%	x	x
CCOC(=O)C1=C(C)NC(=S)NC1c1cccs1 (centres undefined)	-6	-9	-0.8%	0.8%	8%	20%	i	48	i	0.9	9%	0.3	963
CCOc1ccc(-c2nc(CN(Cc3ccccc3)C[C@@H]3CCC(=O)N3)c(C)o2)cc1	43	10	-1.9%	14%	0%	-4%	i	9	i	0.5	5%	2.9	941
O=C1Cc2cc(S(=O)(=O)N3CCCCC3)ccc2N1	x	x	0.1%	3.4%	6%	x	i	29	i	2.5	18%	x	x

Three of the entries above in order of their number in Myeloid diff 2 GFP+ MAC1+ %, ascending:
molecule,Myeloid diff 2 GFP+ MAC1+ %
O=C(Cc1ccccc1)N/N=C/c1ccc(S(=O)(=O)O)o1,0.7
Cc1cc(Nc2cccc(Cl)c2)n2ncnc2n1,2.8
Cc1cc(C)c2cc(C(O)c3nnnn3Cc3ccccc3)c(=O)[nH]c2c1 (centres undefined),6.3

New compounds follow.
SMILES	WT yeast gro inh	WT yeast gro inh mutant strain	West Nile virus CPE	RSV antiviral HEp-2	Rac1 GTP hydrolysis	Salmonella PhoP GFP	T cell modulator	T cell modulator vesicle-bound %	Myeloid diff 2	Myeloid diff 2 GFP+ MAC1+ %	Large T inhibition	b-catenin transl	b-catenin transl cell count 5 µM
COc1ccc(-c2nc(-c3cccs3)no2)cc1	x	x	0.0%	18%	-4%	4%	i	58	i	0.4	7%	0.6	1341
CCOC(=O)C1CCN(S(=O)(=O)c2c(C)n(C)c(=O)n(C)c2=O)CC1	-17	-2	0.0%	1.2%	2%	-8%	i	17	i	2.4	0%	-0.2	1086
Cc1nc(CNS(=O)(=O)c2cccnc2)cs1	-9	8	-0.1%	5.6%	2%	-6%	i	27	i	2.1	1%	-0.2	1029
COc1ccccc1CCNC(=O)c1ccccc1SCC(=O)N1CCCC1	x	x	x	0.2%	6%	x	i	22	i	0.6	x	x	x
C/C(=N\NC(=O)c1ccc(N/N=C(\C)c2ccncc2)cc1)c1ccncc1	-12	2	-0.1%	-1.2%	12%	1%	i	24	i	0.4	28%	-1.9	1091
CCn1c(CNC(=O)c2ccc(OC)c(OC)c2)nnc1SCC(=O)c1ccc(OC)cc1	11	5	0.1%	-0.1%	11%	-1%	i	17	i	0.3	6%	x	x
N#CC(Cc1ccccc1)(Cc1ccccc1)C(=O)NN	x	x	-0.1%	1.2%	15%	-2%	i	58	i	0.8	9%	x	x
O=C(CC(CC(=O)c1ccc(Br)cc1)c1cccnc1)c1ccc(Br)cc1	x	x	-0.2%	x	x	-6%	i	56	i	0.4	17%	0.3	1314
O=C(CCNC(=O)c1ccco1)Nc1cccc(C(F)(F)F)c1	x	x	-0.3%	0.7%	9%	1%	i	26	i	0.9	2%	x	x
Cc1ccc(NC(=O)Nn2cnnc2)c(C)c1	x	x	-0.6%	1.9%	-1%	9%	i	7	i	1.2	16%	x	x

Screening results from PubChem BioAssay.
